MEKK2 mut-MEK5 – signal of MEK5 binding to mutant human MEKK2 PB1 domain | percent response, % at 10 µM | AID 1530 | bead flow cytometry, Alexa488-MEK5 binding to MEKK2 mutant | 290,000 compounds, 0.35% hits; in the data active = percent response above about 24%, passing the limit was not always enough; note: inactives centre near 1; some results filed as inactive read as strong as hits
UBC9 SUMO inh – blocks human SUMOylation mediated by UBC9. P63279. HTRF SUMOylation assay, SAE1/SAE2 + UBC9, in vitro. inhibition, % at 35 µM. 290,000 compounds, 0.36% hits; in the data active = inhibition above about 50%, passing the limit was not always enough; note: strong numbers were not always called active
Target sequence (P63279 whole entry, looked up): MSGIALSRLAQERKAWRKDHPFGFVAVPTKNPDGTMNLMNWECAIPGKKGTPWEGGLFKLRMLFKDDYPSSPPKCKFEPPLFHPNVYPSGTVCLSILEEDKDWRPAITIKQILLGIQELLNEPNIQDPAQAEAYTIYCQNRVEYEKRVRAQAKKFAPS
HCV NS3 hel inh – blocks Hepatitis C virus NS3 helicase unwinding. 290,000 compounds, 0.56% hits. AID 1800. inhibition, % at 10.9 µM. NS3 helicase DNA unwinding, Cy5 molecular beacon fluorescence;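 active = inhibition above the mean of all tested compounds plus 3 SD, set per campaign, cut at about 35% in these data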;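 note: 0% = DMSO wells and 100% = thioflavine S control wells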
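System: Hepatitis C virus NS3 helicase domain fragment enzyme | Reagent: Annealed dual-labelled DNA beacon duplex, ATP-started | Compound dosing: 10.9 µM single point, 0.8% DMSO | Incubation: 1 h reaction at 25 °C, ATP-initiated | Technique: Cy5 fluorescence | Evaluation: Percent inhibition from t60/t0 fluorescence ratio | Benchmarks: Low DMSO, high thioflavine S at 110 µM | Replication: Singlicate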
M18AAP inhibitor – blocks P. falciparum M18 aspartyl aminopeptidase; recombinant PfM18AAP, H-Glu-NHMec fluorogenic cleavage; inhibition, % at 7.35 µM; 290,000 compounds, 1.2% hits; AID 1822;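 active = inhibition above the campaign mean inhibition over all tested compounds plus 3 SD, cut at about 28% in these data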;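 note: 0% = plate median of test compound wells and 100% = 2 mM ZnCl2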
MEKK2 WT-MEK5 – raises or lowers MEK5 binding to wildtype human MEKK2 PB1 domain | Q9Y2U5 | bead flow cytometry, Alexa488-MEK5 binding to MEKK2 WT; actives lie on both sides | binding response (% of control), % at 10 µM | 290,000 compounds, 1.1% hits | AID 1531; in the data active = binding response below about 67% or above about 130%
NALP1 yeast inh – NALP1 inhibition; S. cerevisiae NALP1/ASC/caspase-1 growth, X-gal OD620, 72 h; inhibition, % at 10 µM; 280,000 compounds, 0.61% hits; AID 2071; in the data active = inhibition mostly above about 24%, no sharp cut-off; inactive = mostly below about 32%; note: some compounds called inactive have numbers as strong as hits
VIM-2 inh – blocks Pseudomonas aeruginosa VIM-2 metallo-beta-lactamase; inhibition, % at 5.6 µM; AID 1527; 290,000 compounds, 0.89% hits; purified VIM-2, nitrocefin hydrolysis, epi-absorbance fluorescence;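 active = inhibition above the mean of all tested compounds plus 3 SD, cutoff set per screening run, cut at about 7.5% in these data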;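 note: red hydrolysis product quenches plate fluorescence so inhibitors raise well fluorescence; 0% = enzyme with DMSO and 100% = DMSO without enzyme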
DNA FID counter – counter-screen for HCV NS3 helicase inhibitors: DNA intercalator displacement | inhibition, % at 7.9 µM | AID 1845 | 290,000 compounds, 0.17% hits | DNA fluorescent intercalator displacement, fluorescence; in the data active = inhibition above about 37%;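 note: 0% = vehicle and 100% = reference compound; higher means more ethidium bromide displaced from hairpin DNA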
IMP-1 inhibitor – blocks Pseudomonas aeruginosa IMP-1 metallo-beta-lactamase. purified IMP-1, nitrocefin hydrolysis, epi-absorbance fluorescence. AID 1556. 290,000 compounds, 0.45% hits. inhibition, % at 5.6 µM;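 active = inhibition above the mean plus 3 SD of all compounds in the same screening run, cut at about 4.5% in these data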;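 note: 0% = IMP-1 with DMSO and 100% = DMSO wells lacking enzyme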
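Assay system: purified recombinant IMP-1 beta-lactamase. Input: IMP-1 0.2 nM before substrate addition. Buffer or medium: Zinc- and detergent-supplemented HEPES buffer, pH 7.1. Schedule: 25 °C, 15 min preincubation, 25 min reaction. Signal: Epi-absorbance fluorescence, 480 nm excitation, 530 nm emission. Evaluation: percent inhibition from optical density relative to buffer-blank wells.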
Active calls of the source: *; x = no result given.

SMILES	MEKK2 mut-MEK5	UBC9 SUMO inh	HCV NS3 hel inh	M18AAP inhibitor	MEKK2 WT-MEK5	NALP1 yeast inh	VIM-2 inh	DNA FID counter	IMP-1 inhibitor
COc1ccc(Nc2nc(C)cc(C)c2C(N)=O)cc1	4	-4	6	-3	101	-1	-1.1	2	3.6
COC(=O)COc1ccc(S(=O)(=O)NCc2ccccn2)cc1	1	-6	0	0	106	5	-2.3	-4	-1.5
CCn1c(CCCOc2ccc(Cl)cc2Cl)n[nH]c1=S	-7	-7	-3	8	84	-4	-4.1	-25	-3.7
COCCNC(=O)CNC(=S)N(CCCN1CCOCC1)Cc1cccs1	-4	-8	-8	0	94	18	0.9	-3	0.6
CCCCN(C(=O)CCC(=O)Nc1cc(C)on1)C(C(=O)NC1CCCC1)c1ccc(OC)cc1 (stereo not drawn)	-1	4	-16	1	100	8	-3.6	-49	-2.5
COC(=O)c1ccc(COC(=O)Cc2n[nH]c(=O)c3ccccc23)cc1	-3	0	-11	1	97	6	-1.8	-12	-0.8
NS(=O)(=O)c1ccc(NC(=O)Cc2cccs2)cc1	5	-8	2	-7	105	5	-2.1	-1	-4.8
NS(=O)(=O)c1ccc(NN=C2CCCCC2)c([N+](=O)[O-])c1	-1	-10	-4	9	99	23	-3.0	6	-1.8
Cc1ccc(S(=O)(=O)CCC(=O)NCCc2ccccc2)cc1	3	1	-3	-2	104	12	-1.9	-13	-2.6
CCOc1cc(N2CCOCC2)c(OCC)cc1NC(=O)COC(=O)c1ccccc1C	-1	-3	19	-4	103	11	-1.8	-3	0.0
CC1CCN(CCCCOc2ccc(C(C)(C)C)cc2)CC1	14	8	-39	-3	116	16	-0.4	15	-0.8
COc1ccccc1CCn1c(N)c(C#N)c2nc3ccccc3nc21	-5	88	7	-6	94	24	-2.3	-2	-1.2
Cn1cnc(S(=O)(=O)NCc2ccccc2)c1	1	15	-2	-9	101	21	-1.6	-8	-1.1
COC(=O)c1sc(N2C(=O)C(=O)/C(=C(/O)c3ccc(C)cc3)C2c2ccco2)nc1C (stereo not drawn)	-3	6	27	24	94	x	-2.7	-30	-2.6
CC(C)[C@H](NC(=O)OC(C)(C)C)c1nnc(SCC(=O)Nc2ccc(Br)cc2)o1	-2	9	-4	2	94	5	-2.0	-22	-2.3
Cc1ccc(C(=O)NC(=S)NNC(=O)CCN2CCOCC2)cc1	0	-3	14	38*	106	-8	-4.9	-12	-2.7
CC(=O)N1c2ccccc2C(C)(C)C2CCC(C)CC21 (stereo not drawn)	4	-18	5	-1	104	-2	1.2	-4	-0.4
Cc1ccc(CNC(=O)COC(=O)c2cnccn2)cc1	15	8	4	-1	108	-14	-2.8	3	0.0
Cc1cc(Cl)c(S(=O)(=O)N2CCN(c3ccc(F)cc3)CC2)cc1OCC(N)=O	1	-13	3	0	97	5	-6.5	-5	-2.6
CCC1=Nc2cc(C(=O)NCc3cccnc3)ccc2Sc2ccc(C)cc21	-1	14	-5	-1	104	x	-4.0	-28	-2.0
COc1cccc(-c2nn(C)c3sc(C(=O)NCCCN(C)Cc4ccccc4)cc23)c1	22	13	-73	4	147*	2	6.7	22	-0.9
O=C(CSc1ncnc2c1oc1ccccc12)NCc1ccc(F)cc1	-4	14	2	4	102	8	-0.1	1	-4.4
COc1ccc(C)cc1NC(=O)CN1CCN(C/C=C/c2ccccc2)CC1	-9	-7	-9	2	96	38	-1.1	-2	-2.1
CC(=O)c1sc(NC(=O)c2ccco2)nc1-c1ccccc1	14	8	3	3	107	-2	-4.2	-3	-4.6
FC(F)(F)c1cnc(-n2cc[nH]c2=S)c(Cl)c1	-2	21	-10	-8	100	-1	-3.1	-3	-2.9
Further results.
SMILES	MEKK2 mut-MEK5	UBC9 SUMO inh	HCV NS3 hel inh	M18AAP inhibitor	MEKK2 WT-MEK5	NALP1 yeast inh	VIM-2 inh	DNA FID counter	IMP-1 inhibitor
Cc1ccc(S(=O)(=O)N2CCC(C)CC2)cc1[N+](=O)[O-]	6	10	-17	2	110	2	-1.9	-1	-0.7
CC(C)(C)C(=O)Nc1ccc(C(=O)Nc2cccnc2)cc1	-3	4	0	1	98	4	-5.0	-3	-2.3
COc1ccc(Cl)cc1NC(=O)CCCNC(=O)c1ccc(Cl)cc1	7	10	-6	8	106	6	-2.0	-21	-2.9
O=C(NC1CCCCC1)c1ccc2c(c1)OCCO2	1	4	-2	-6	99	8	0.3	-5	-1.3
CSCCC(NC(=O)c1ccccc1)C(=O)NCCc1ccccc1 (stereo not drawn)	0	19	-2	-1	100	12	-2.3	-13	-3.5
CC(C)CNS(=O)(=O)c1cc(C(=O)OCC(=O)N2CCOCC2)c(Cl)cc1Cl	-3	-32	-1	-1	103	8	-2.8	-16	-4.8
O=C(CSC1=Nc2ccccc2C2=NC(c3ccccc3)C(=O)N12)NC1CCCCC1 (stereo not drawn)	6	32	-2	2	125	-6	-2.7	-10	-2.8
O=S(=O)(NCCc1ccccn1)c1cccs1	7	3	7	1	106	17	-1.1	0	0.9
CCN1C(=O)C(CC(=O)Nc2ccc(C)cc2C)Nc2cc(S(=O)(=O)N(C)C)ccc21 (stereo not drawn)	-5	1	-4	-10	92	-10	1.0	-15	0.4
Cc1ccc(CN=Cc2[nH]c3ccc(Br)c(Cl)c3c2O)cc1	-2	29	9	0	93	15	1.1	-2	-5.1
Cc1cccn2c(=O)c(C=O)c(N3CCCCC3)nc12	3	-12	-1	-4	97	-6	-0.3	-14	-3.5
CC(NC(=O)COC(=O)c1ccc([N+](=O)[O-])s1)c1ccccc1 (stereo not drawn)	13	-5	3	4	105	41	-2.1	4	-2.4
COc1cccc(C2N(c3ccccc3)CCN2c2ccccc2)c1OC	-6	-5	8	-5	89	-5	-2.4	-2	0.6
CCCCOC(=O)C(C)Sc1n[nH]c(=O)[nH]c1=O (stereo not drawn)	3	5	-3	-13	102	8	0.1	0	-1.8
CCC(OC(=O)c1cccs1)C(=O)NCc1ccc2c(c1)OCO2 (stereo not drawn)	3	-1	-6	-4	107	11	-2.3	-5	-2.9
O=C1CC(N2CCN(c3ccc(F)cc3)CC2)C(=O)N1c1ccc(F)cc1 (stereo not drawn)	4	10	0	1	101	13	-3.1	-7	-1.6
COc1ccc(Cc2noc(-c3ccc([N+](=O)[O-])cc3)n2)cc1OC	8	-1	16	1	99	13	-0.1	-11	-0.7
COc1ccc(C(C)=O)c(Oc2cc(NN3CCCCC3)c([N+](=O)[O-])cc2[N+](=O)[O-])c1	3	7	-5	4	95	14	-1.6	-1	-4.0
C#CCOCCOCCOCCNc1nc(N2CCN(C(=O)C([C@@H](C)CC)n3cc(C(N)Cc4ccc(O)cc4)nn3)CC2)nc(N2CCN(C(=O)[C@H](CCC(=O)O)n3cc(C(N)CO)nn3)CC2)n1 (stereo partly drawn)	11	18	-29	-4	108	-5	-0.3	17	-2.2
CCN1CCN(CCOCCOc2ccccc2-c2ccccc2)CC1	1	3	-18	7	106	0	0.4	27	-1.6
CCOC(=O)N1CCC(NC(=O)C2CCCN(Cc3nc(-c4ccc(CC)cc4)oc3C)C2)CC1 (stereo not drawn)	1	4	-18	-2	105	4	1.4	26	0.6
O=S(Cc1ccc(Cl)cc1)CC(O)COCc1ccc(Cl)cc1 (stereo not drawn)	5	32	-9	-8	103	25	0.3	-15	0.5
Cc1nc(N2CCN(Cc3ccc4c(c3)OCO4)CC2)c2cc(-c3ccccc3)sc2n1	9	-8	-34	-1	118	12	-0.3	-5	-5.2
CN(CC(=O)Nc1ccc(F)cc1)C(=O)C1CC(=O)N(Cc2ccccc2)C1 (stereo not drawn)	4	28	-4	-9	105	8	0.6	-4	-2.5
O=C1N(c2ccccc2)C[C@@H]2C[C@@H](c3cccc4c3OCO4)N3CCC[C@@]123	-5	-16	-13	3	91	-7	-0.6	-9	-0.4
Cc1nc(N)sc1C(=O)N/N=C/c1ccccc1[N+](=O)[O-]	-2	6	-9	5	94	7	2.1	11	-0.4

2 compounds picked at random from the list so far, as already listed:
SMILES	MEKK2 mut-MEK5	UBC9 SUMO inh	HCV NS3 hel inh	M18AAP inhibitor	MEKK2 WT-MEK5	NALP1 yeast inh	VIM-2 inh	DNA FID counter	IMP-1 inhibitor
O=C(CSC1=Nc2ccccc2C2=NC(c3ccccc3)C(=O)N12)NC1CCCCC1 (stereo not drawn)	6	32	-2	2	125	-6	-2.7	-10	-2.8
Cc1ccc(CN=Cc2[nH]c3ccc(Br)c(Cl)c3c2O)cc1	-2	29	9	0	93	15	1.1	-2	-5.1

Twelve compounds already listed, ordered by molar mass, smallest number first:
SMILES	MEKK2 mut-MEK5	UBC9 SUMO inh	HCV NS3 hel inh	M18AAP inhibitor	MEKK2 WT-MEK5	NALP1 yeast inh	VIM-2 inh	DNA FID counter	IMP-1 inhibitor
O=C(NC1CCCCC1)c1ccc2c(c1)OCCO2	1	4	-2	-6	99	8	0.3	-5	-1.3
O=S(=O)(NCCc1ccccn1)c1cccs1	7	3	7	1	106	17	-1.1	0	0.9
Cc1cccn2c(=O)c(C=O)c(N3CCCCC3)nc12	3	-12	-1	-4	97	-6	-0.3	-14	-3.5
CCCCOC(=O)C(C)Sc1n[nH]c(=O)[nH]c1=O (stereo not drawn)	3	5	-3	-13	102	8	0.1	0	-1.8
CC(NC(=O)COC(=O)c1ccc([N+](=O)[O-])s1)c1ccccc1 (stereo not drawn)	13	-5	3	4	105	41	-2.1	4	-2.4
CCN1CCN(CCOCCOc2ccccc2-c2ccccc2)CC1	1	3	-18	7	106	0	0.4	27	-1.6
CSCCC(NC(=O)c1ccccc1)C(=O)NCCc1ccccc1 (stereo not drawn)	0	19	-2	-1	100	12	-2.3	-13	-3.5
O=S(Cc1ccc(Cl)cc1)CC(O)COCc1ccc(Cl)cc1 (stereo not drawn)	5	32	-9	-8	103	25	0.3	-15	0.5
Cc1ccc(CN=Cc2[nH]c3ccc(Br)c(Cl)c3c2O)cc1	-2	29	9	0	93	15	1.1	-2	-5.1
CN(CC(=O)Nc1ccc(F)cc1)C(=O)C1CC(=O)N(Cc2ccccc2)C1 (stereo not drawn)	4	28	-4	-9	105	8	0.6	-4	-2.5
CC(C)CNS(=O)(=O)c1cc(C(=O)OCC(=O)N2CCOCC2)c(Cl)cc1Cl	-3	-32	-1	-1	103	8	-2.8	-16	-4.8
CCOC(=O)N1CCC(NC(=O)C2CCCN(Cc3nc(-c4ccc(CC)cc4)oc3C)C2)CC1 (stereo not drawn)	1	4	-18	-2	105	4	1.4	26	0.6

An unsorted share of the library; overall some 4.7% were active at least once.
